# M17LAP inhibition – P. falciparum M17LAP inhibitors, primary screen, biochemical, fluorogenic H-Leu-NHMec substrate, 1536-well (AID 1619); recombinant M17LAP, H-Leu-NHMec fluorogenic kinetic assay; higher % means a stronger effect; inhibition, % at 30 µM; hits with a dose series show IC50 in µM; 220,000 tested, 0.38% active;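 active = compound inhibiting the enzyme by more than half at any dose during confirmatory dose-response retesting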;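 note: plate controls were full reaction with DMSO carrier for no effect and no enzyme background for full effect; strong numbers were not always called active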
# Hep lipid drop – inhibitors of hepatocyte lipid droplet formation, primary screen, imaging, high-throughput imaging, BODIPY stain. 240,000 tested, 0.4% active. AML12 mouse hepatocytes, oleate lipid droplets. inhibition, % at 6.5 µM;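 active = lipid droplet intensity inhibited by at least 50%, with more than 500 cells counted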
#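 Material: mouse AML12 hepatocyte cell line, fixed after treatment; Timing: compound with oleate, overnight; Technique: high-content imaging of BODIPY-stained droplets and DAPI nuclei; Probe or stimulus: oleate, 100 µM final; Dosing: compound at 6.5 µM only.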
# Insulin prom up – insulin promoter activators in MIN6 cells, imaging, high-content screening, mouse beta cells; MIN6 insulin promoter-GFP reporter; active compounds read high; z-score at 5 µM; 190,000 tested, 0.3% active; AID 1625, 2009;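 active = z-score above 3 at 5 µM with at least 500 cells counted in the well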
# Dynein cargo inh – inhibitors of GR-EGFP nuclear translocation, primary screen, dynein cargo transport inhibitor project, imaging, high-content, 3617.4 mouse cells | test concentration mostly 20 µM; stimulated with dexamethasone, 1 µM; active compounds read low | z-score, hits read low | 220,000 tested, 0.47% active;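 active = plate z-score of nuclear minus cytoplasmic receptor signal below a set negative limit, without overly bright fluorescence or cell loss, cut at about -3.5 in these data, passing the limit was not always enough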;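 note: z-score of nuclear minus cytoplasmic ring GR-EGFP intensity difference per well; some compounds called inactive have numbers as strong as hits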
#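 Also added – dexamethasone, 1.0 µM final · Buffer or medium – tet-free, stripped-serum medium · Schedule – induction 48 h, compound 1 h, agonist 30 min · Detection – formaldehyde fixation, Hoechst nuclear stain, 10x automated fluorescence imaging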
# ER stress rescue – rescue of cells from ER stress-induced death, primary screen, 384-well, CSM14.1, thapsigargin, ATP luminescence (AID 1222); one-dose cellular ATP content (survival), % at 20 µM; EC50 in µM for titrated hits; 190,000 tested, under 10 active; CSM14.1 thapsigargin-induced death rescue, ATP luminescence; higher % means a stronger effect;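 active = EC50 below 50 µM in the dose-response confirmation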;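 note: death triggered by thapsigargin at about 15 µM added after 2 h compound pretreatment; cell ATP read after overnight thapsigargin exposure of roughly 18 to 22 hours; normalized against plate controls of thapsigargin alone and 5% DMSO vehicle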
# M1AAP inhibition – P. falciparum M1AAP inhibitors, biochemical, fluorogenic H-Leu-NHMec substrate, 1536-well (AID 1445) | Aminopeptidase N (Plasmodium falciparum (isolate 3D7)) | recombinant M1AAP, H-Leu-NHMec fluorogenic kinetic assay; higher % means a stronger effect | inhibition, % at 30 µM, or IC50 in µM where a hit was titrated | 220,000 tested, 0.42% active;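 active = primary inhibition above the hit cutoff, then over 50% inhibition at one or more dose response concentrations, cut at about 23% in these data, passing the limit was not always enough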;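 note: plate controls were DMSO full reaction for no effect and no enzyme background for full effect; strong numbers were not always called active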
# Autophagy mod – autophagy modulators in MEF cells, primary screen, imaging, high-content, MEF GFP-LC3; MEF GFP-LC3 puncta imaging; test concentration mostly 10 µM; calls only at 10 µM (by protocol); 190,000 tested, 0.98% active;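 active = percentage of spot-positive cells more than 3 SD above its plate mean, without a fluorescence outlier flag or 80% toxicity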;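 note: spot-positive cell cutoff set from DMSO-treated cells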
# Yfh1-depleted yeast – enhancers of respiration in Yfh1-depleted yeast, dose response, Friedreich's ataxia, plus single-dose screen (AID 1465) | 220,000 tested, 0.074% active | fold induction at 50 µM; hits with a dose series show EC50 in µM | S. cerevisiae Yfh1-off respiration, WST-1 reduction, 72 h; higher fold induction means a stronger effect;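 active = fold induction of absorbance versus untreated yeast above a set limit, then at least 30% activation at any dose in follow-up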;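 note: activators that raise dye reduction in frataxin-depleted yeast; strong numbers were not always called active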
# MT stabilize HCS – microtubule stabilizers in HeLa cells, primary screen, imaging, high-content imaging; HeLa tubulin immunostaining HCS, 24 h; share of cells brighter than vehicle mean+2SD; % tubulin-high responders, % at 10 µM; 200,000 tested, 0.83% active;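 active = plate Z-score above 3 for both tubulin-high and condensed-nucleus cell shares, with cell loss under 80%, at 10 µM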;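 note: anti alpha tubulin signal scored within the nucleus-defined area of each cell; some results filed as inactive read as strong as hits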
# Dynein cargo inh cytoplasmic EGFP – second read-out of Dynein cargo inh, no call of its own (marks repeat the call); z-score; measured here: cytoplasmic GR-EGFP intensity; active compounds read high
# Dynein cargo inh nuclear GR-EGFP – further read-out of Dynein cargo inh, marked with its call; z-score; measured here: nuclear GR-EGFP intensity;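 lower value marks the stronger effect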
# Dynein cargo inh cell count – second read-out of Dynein cargo inh, no call of its own (marks repeat the call); z-score; measured here: cell count per field
# Insulin prom up cell count – recorded beside Insulin prom up, whose call it bears; cell count; measured here: cytotoxicity, nuclei count;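 total cells summed across four imaged fields per well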
# Hep lipid drop cells 6.5 µM – further read-out of Hep lipid drop, marked with its call; cell count; measured here: cell count, cytotoxicity flag;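 cells counted across two imaged fields per well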
# MT stabilize HCS Hoechst-high % – also measured in MT stabilize HCS; calls as there; % Hoechst-high responders; measured here: nuclear condensation Hoechst responders;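 share of cells brighter than vehicle mean plus two SD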
# MT stabilize HCS cytotoxicity % – recorded beside MT stabilize HCS, whose call it bears; toxicity, %; measured here: cytotoxicity by cell density;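 0% = mean cell density of plate MIN control wells and 100% = no cells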
# Autophagy mod cell loss 18 h – further read-out of Autophagy mod, marked with its call; toxicity, %; measured here: cell loss, nuclei count;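 cell loss after 18 h compound exposure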
# The depositor's hits bear a star; i = inactive; · = not tested or not shown; + = active, no number. No enrichment for hits; any-hit rate near 3.5%.
SMILES,M17LAP inhibition,Hep lipid drop,Hep lipid drop cells 6.5 µM,Insulin prom up,Insulin prom up cell count,Dynein cargo inh,Dynein cargo inh cytoplasmic EGFP,Dynein cargo inh nuclear GR-EGFP,Dynein cargo inh cell count,ER stress rescue,M1AAP inhibition,Autophagy mod,Autophagy mod cell loss 18 h,Yfh1-depleted yeast,MT stabilize HCS,MT stabilize HCS Hoechst-high %,MT stabilize HCS cytotoxicity %
O=C(Nc1ccc2c(c1)OCCO2)c1oc2ccccc2c1NC(=O)C1CC1,7%,30,702,-0.44,1508,0.84,0.5,-0.11,-0.25,0.9%,8%,i,-4,i,1.1,6.6,8.3
COc1cccc2sc(NC(=O)c3ccc(Br)s3)nc12,1%,7,741,0.32,744,-0.28,-0.3,-0.074,0.46,-0.9%,1%,i,37,i,1.1,1.1,9.9
CN(C)C1=NC(=O)/C(=C\c2ccccc2)S1,6%,4,703,-0.23,1170,-0.35,-0.31,-0.43,-0.25,-0.3%,4%,+,-0.2*,i,3.7,2.7,7.3
Cc1ccc(Cn2c(=N)c(C#N)cc3c(=O)n4cccc(C)c4nc32)cc1,7%,14,639,0.37,1147,-0.42,-0.037,-0.24,-0.71,-0.2%,13%,i,11,i,2.0,1.7,5.6
CCOC(=O)c1c(Nc2ccc(Cl)cc2)sc(/C=C2\C=Nc3ccccc32)c1O,1%,-1,774,·,·,-1.1,1.7,-0.24,0.65,-1.8%,2%,+,5.3*,i,2.3,3.9,12
Cc1n[nH]c(C)c1S(=O)(=O)N(CC(=O)NC1CCCC1)c1ccc(C(C)C)cc1,-1%,·,·,0.45,858,-0.39,-0.24,-0.21,0.44,-1.0%,2%,i,18,i,3.5,4.1,12
CCOc1ccc(/C=C2\SC(=S)NC2=O)cc1OC,26%,9,697,-0.4,1541,-0.52,-0.32,0.098,0.37,0.1%,17%,i,-5,i,2.7,3.1,5.2
CNc1nc(C)c(C#N)c(-c2ccccc2)c1C(C)=O,10%,0,786,-0.43,831,2.4,-0.19,0.79,-1.2,2.4%,3%,i,13,i,1.8,1.1,6.7
CCN(CC)C(=O)C1CCCN(c2ccc([N+](=O)[O-])cc2/C=N/NC(=O)c2cccc(Br)c2)C1 (centres undefined),5%,·,·,-0.45,662,-1.2,-0.13,-0.56,0.16,-1.2%,3%,i,0,i,1.5,1.5,9.4
CC1CCCCC1NC(=O)C1CCN(S(=O)(=O)c2cccc3nsnc23)CC1 (centres undefined),8%,10,786,-0.59,978,-0.87,0.032,-0.59,0.26,-3.9%,7%,i,-6,i,0.7,1.2,18
CCOCCCNc1nc2c(c(=O)[nH]c(=O)n2C)n1CCCc1ccccc1,0%,4,733,-0.39,1861,1.8,-0.12,1.5,-2.5,0.4%,1%,i,-2,i,4.5,2.7,8.7
Cc1ccc(NC(=O)CN(C)CC(=O)Nc2ccccc2Oc2ccccc2)cc1,-2%,5,732,-0.36,1221,0.88,-0.27,0.72,-0.039,·,-4%,+,34*,i,4.9,2.1,4.6
CCOc1cc(/C=N\NC(=O)OC)ccc1OC(=O)c1ccco1,8%,0,780,-0.28,1191,-1.3,-0.37,-0.64,1.4,2.9%,-1%,i,-4,i,2.3,2.4,3.0
Cc1cc(-c2c(C)n([O-])c(C)c(C)[n+]2=O)ccc1F,4%,·,·,0.51,1309,1.4,-0.34,0.58,-0.45,-0.6%,-10%,i,1,i,5.6,2.6,9.2
Cc1[nH]c(=O)[nH]c(=O)c1S(=O)(=O)N1c2ccc(F)cc2CCC1C (centres undefined),9%,-15,653,-0.5,1401,-0.36,-0.19,-0.3,0.53,-2.9%,5%,i,-4,i,3.8,2.4,6.9
Cc1cc(C)cc(N2C(=O)CC(Sc3nnnn3-c3ccccc3)C2=O)c1 (centres undefined),9%,·,·,1.1,1202,-2.2,2.7,-0.6,-3.7,-1.5%,6%,i,-3,i,2.6,1.4,7.3
CN(C)S(=O)(=O)Oc1cccc(C(=O)Nc2ccc([N+](=O)[O-])cc2)c1,7%,-20,681,3.4*,938*,0.7,-0.23,0.3,1,·,12%,i,2,i,2.1,3.0,6.3
N#Cc1c(N2CCCC(O)C2)nc(N)c2c(N)nc3c(c12)CC(=O)N3C12CC3CC(CC(C3)C1)C2 (centres undefined),4%,·,·,0.69,1565,-1.2,0.014,-0.026,0.41,-1.3%,2%,i,12,i,2.0,1.4,7.8
Cc1ccc(-c2cc(C(F)F)n3ncc(C(=O)N4CCN5CCCC5C4)c3n2)cc1 (centres undefined),7%,-12,732,-0.96,1107,1.4,-0.13,1,-1.8,-1.2%,7%,i,2,i,3.6,2.5,7.5
O=C(Nc1ccccc1)NC1CCCCNC1=O (centres undefined),0%,-1,741,0.51,1109,-0.84,-0.21,-0.33,0.53,·,5%,·,·,i,·,·,·
Cc1cc(NC(=O)c2ccc3c(c2)C(=O)N(Cc2cccnc2)C3=O)no1,-3%,7,784,0.64,1237,-0.53,-0.22,-0.25,1.2,-1.7%,4%,i,-8,i,4.4,2.0,7.6
O=C(c1cc2cc(Br)ccc2o1)N1CCCC1,-3%,-2,666,-0.41,1490,0.3,-0.14,0.38,-0.64,-0.1%,-6%,i,5,i,4.0,3.2,3.6
CC(C)CC(N=C1NC(C)(C)Cc2ccccc21)C(=O)O (centres undefined),-3%,2,765,·,·,-1.9,-0.18,-1.2,1.5,-2.8%,1%,i,-2,i,2.0,2.0,4.1
N/C(=N\OC(=O)Cc1ccccc1[N+](=O)[O-])c1ccncc1,3%,-14,691,-0.07,1507,1.4,-0.25,0.78,-0.62,8.1%,-2%,i,-5,i,1.7,1.5,2.2
O=S(=O)(N/N=C\c1ccc(-c2ccccc2Cl)o1)c1ccccc1,-4%,3,735,·,·,0.34,-0.18,0.65,-0.61,2.7%,10%,i,-7,i,3.8,2.3,6.5
CCOC(=O)c1cc(C)n(-c2c(C)n(C)n(-c3ccccc3)c2=O)c1C,-6%,-4,702,0.43,1302,-0.098,-0.12,0.43,-0.75,·,1%,i,3,i,2.1,2.3,11
O=C(Nc1ccc(Cl)cc1F)c1cc(S(=O)(=O)N2CCCCC2)ccc1F,8%,5,754,0.66,1171,-0.067,-0.14,1,-0.93,-2.2%,4%,i,7,i,1.8,2.8,3.1
CCOC(=O)C1CCCN(C(=O)c2c(-c3ccccc3Cl)noc2C)C1 (centres undefined),1%,-19,677,-0.05,1247,-0.032,-0.1,0.22,0.71,·,5%,i,0,i,2.6,2.2,5.7
COc1cccc(C2=NOC(C(=O)Nc3cc(C)nn3-c3ccccc3)C2)c1OC (centres undefined),4%,4,620,·,·,-0.33,-0.21,0.068,0.16,·,5%,·,·,i,11,12,37
COc1ccc2nc(SCC(=O)NCc3ccc4c(c3)OCO4)[nH]c2c1,22%,28,624,0.21,1384,-0.28,-0.29,-0.37,0.4,-7.8%,17%,i,-5,i,1.7,3.3,10
CNC(=O)NC(=O)C(C)OC(=O)CCCc1nc2ccccc2s1 (centres undefined),-3%,-4,702,-0.3,1459,0.35,-0.34,-0.017,0.75,-0.6%,0%,i,7,i,4.8,1.7,3.4
CCC12CN3CCN(CC(C3)/C1=N\NC(=O)c1ccc(F)cc1)C2,3%,0,749,·,·,0.16,-0.24,-0.23,-0.3,-0.6%,1%,i,34,i,5.0,2.1,1.2
C=CCc1c(C)nc(SC)nc1Nc1ccc(C(C)=O)cc1,17%,·,·,-2.2,1097,-0.63,-0.31,-0.16,0.84,-1.5%,5%,i,3,i,6.0,3.6,5.7
COc1ccccc1C(=O)Nc1ccc(-c2nnn(CC(=O)N3CCOCC3)n2)cc1,2%,1,678,0.13,1477,-1.3,-0.31,-0.46,0.77,6.8%,2%,i,6,i,3.6,1.4,2.4
CCCCOc1ccc(C(=O)Nc2cc(C)c(OCC(=O)N3CCOCC3)c(C)c2)cc1,-1%,93*,728*,·,·,-0.28,-0.24,-0.13,0.54,6.3%,3%,i,-7,i,2.4,2.0,10
CCN(CC)S(=O)(=O)c1ccc(N2CCCC2)c(NC(=O)Cc2ccc(OC)cc2)c1,1%,-8,662,-0.45,1551,-1.1,-0.24,-0.25,0.81,-0.3%,6%,i,2,i,2.4,3.5,6.0
Oc1ccc(C(=S)N2CCCCC2)cc1Cl,-1%,·,·,-0.13,1260,-0.41,-0.22,-0.29,0.72,2.5%,4%,i,8,i,2.7,1.8,1.4
